High-throughput results (PubChem BioAssay)
Mito fusion yeast – qHTS Assay for Small Molecule Inhibitors of Mitochondrial Division or Activators of Mitochondrial Fusion | 320,000 compounds, 0.23% hits | Potency, µM (series often up to 46.1 µM), for inactives: top-dose growth rescue (activation), most hits filed as activators | S. cerevisiae fusion-defective mutant growth rescue, CellTiterGlo 48 h;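 also: potency is read from the fitted curve at half-maximal effect; % of control where 0% means no effect; nearly all actives have a fitted effect of over 45% in size; temperature-sensitive fusion mutants such as fzo1-1 at 37 °C on non-fermentable ethanol glycerol medium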
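Yeast fusion mutant, YPEG (non-fermentable carbon), compound, 48 h at 37C non-permissive; CellTiterGlo added, 10 min RT, luminescence read. Rescued growth = division inhibition.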
B2AR arrestin – qHTS assay of beta-arrestin-biased ligands of beta2-adrenergic receptor. beta-arrestin recruitment to beta2AR, cell-based reporter. Potency, µM (highest dose often 46.1 µM), for inactives: at the top dose activation, most hits filed as activators. Beta-2 adrenergic receptor (Homo sapiens), P07550. AID 492947, 2010. 330,000 compounds, 0.02% hits;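 also: potency is read from the fitted curve at half-maximal effect; 0% = DMSO controls and full agonism = EC100 isoproterenol or metaproterenol; nearly all actives have a fitted effect of over 65% in size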
USP2a block – qHTS Assay for Inhibitors of Ubiquitin-specific Protease USP2a Using CHOP2 as the Reporter; Ubiquitin carboxyl-terminal hydrolase 2 (Homo sapiens), O75604; USP2 core, Ub-CHOP2 coupled fluorogenic reporter, 485/531; Potency, µM (highest dose often 38.3 µM), for the others: top-dose activity change, negative = inhibition, usual class: inhibitors; 330,000 compounds, 0.01% hits; AID 463254, 2010;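 also: potency is read from the fitted curve at half-maximal effect; plate controls were DMSO wells for no effect and full inhibition by NEM control for full effect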
Target sequence (O75604 whole entry, looked up): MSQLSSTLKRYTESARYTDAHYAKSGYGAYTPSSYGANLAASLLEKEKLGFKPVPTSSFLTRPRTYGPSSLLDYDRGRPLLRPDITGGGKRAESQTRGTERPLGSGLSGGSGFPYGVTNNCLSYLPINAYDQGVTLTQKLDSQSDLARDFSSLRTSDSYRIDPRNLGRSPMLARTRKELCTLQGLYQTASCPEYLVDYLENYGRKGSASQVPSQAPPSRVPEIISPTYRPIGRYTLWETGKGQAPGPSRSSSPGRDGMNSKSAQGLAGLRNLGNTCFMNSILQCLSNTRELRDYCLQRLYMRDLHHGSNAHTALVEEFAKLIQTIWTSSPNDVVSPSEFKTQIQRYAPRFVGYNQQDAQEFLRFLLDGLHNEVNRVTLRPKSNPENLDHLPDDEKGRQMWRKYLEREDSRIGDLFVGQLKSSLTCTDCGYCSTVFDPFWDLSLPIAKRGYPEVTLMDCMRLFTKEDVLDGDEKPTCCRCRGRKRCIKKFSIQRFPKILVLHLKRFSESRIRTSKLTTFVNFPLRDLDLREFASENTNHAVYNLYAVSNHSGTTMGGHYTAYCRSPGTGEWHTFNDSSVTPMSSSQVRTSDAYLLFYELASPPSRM
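Deubiquitinase activity read as fluorescence (485/531 nm) after Ub-CHOP2 cleavage activates the enterokinase reporter on its substrate; USP2 core 10nM, Ub-CHOP2 and substrate 25nM each, 30min compound preincubation then 60min RT; data normalized to NEM, curves fitted.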
uPA surface inh – qHTS for Inhibitors of Cell Surface uPA Generation; cell surface uPA generation assay, qHTS; Potency, µM (top dose mostly 38.3 µM), without a hit: at the highest dose activity change, negative = inhibition, hits mostly inhibitors; 330,000 compounds, 0.31% hits; AID 540303, 2011; active = well fitted inhibition curve with a large enough effect; inconclusive = small, poorly fitted or top-dose-only effect; inactive = no such curve, though single readings can be large or run the other way; tested in mouse RAW 264.7 cells; also: potency is read from the fitted curve at half-maximal effect; % is scaled to controls: 0 for no effect and ±100 for the full control effect; nearly all actives have a fitted effect of over 55% in size
Tb PFK block – qHTS Assay to Find Inhibitors of T. brucei phosphofructokinase. ATP-dependent 6-phosphofructokinase (Trypanosoma brucei brucei), O15648. T. brucei PFK, ADP-Glo luminescence. Potency, µM (highest dose often 57.5 µM), for inactives: at the highest dose activity, negative = inhibition, hits mostly inhibitors. 330,000 compounds, 0.17% hits. AID 485367, 2010;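 also: potency is read from the fitted curve at half-maximal effect; 0% = uninhibited 1x PFK enzyme wells and -100% = no-enzyme wells; nearly all actives have a fitted effect of over 60% in size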
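In TEA buffer at pH 8.0 with 5 mM MgCl2, enzyme (1.25 nM) converted F6P (0.5 mM) and ATP (0.1 mM) for 45 min at room temperature. ADP product was read by luciferase luminescence.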
TCR act – Activators of T cell receptors: qHTS campaign. primary human leukocytes, anti-CD3, IL-2 HTRF, 48 h. Potency, µM (doses to about 9.22 µM), for inactives: at the top dose activation of IL-2 secretion, usual class: activators. 330,000 tested, under 10 active. AID 504894, 2011; also: % of control where 0% means no effect
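Human primary leukocytes + a-CD3 beads + cpd, 48 hr; IL-2 in supernatant by HTRF (ex 320nm / em 665nm). No co-stimulatory signal supplied.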
TSHR antag – Antagonists of the Thyroid Stimulating Hormone Receptor: HTS campaign; Thyrotropin receptor (Homo sapiens), P16473; TSHR-expressing cells, TSH-stimulated cAMP HTRF, 2 h; hits give low values; activity change, negative = inhibition, % at 11.5 µM; 330,000 compounds, 0.2% hits;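 active = activity change below a set negative limit, meaning inhibition stronger than a set level, cut at about -70% in these data; inconclusive = activity change between two set negative limits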; also: % is scaled to controls: 0 for no effect and ±100 for the full control effect
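Inhibition of cAMP made by TSHR-expressing cells under TSH stimulation (4nM final, EC80; 2 h, 37 deg C) is quantified with a one-step lysis HTRF kit, anti-cAMP cryptate versus cAMP-d2.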
ELG1 repair inh – qHTS screen for small molecules that inhibit ELG1-dependent DNA repair in human embryonic kidney (HEK293T) cells expressing luciferase-tagged ELG1 | HEK293T ELG1-luciferase reporter, luminescence, 16 h; DNA damage induced by 5-fluorouridine | Potency, µM (titrated, usually from 46.1 µM), without a hit: top-dose activity change, negative = inhibition, most hits filed as inhibitors | 330,000 compounds, 2.3% hits; also: potency is read from the fitted curve at half-maximal effect; % is scaled to controls: 0 for no effect and ±100 for the full control effect; nearly all actives have a fitted effect of over 55% in size
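Reporter activity after DNA damage by 5-fluorouridine is monitored. Compound-treated cells incubate 16 hr at 37 °C, then ONE-Glo is added for 30 min before luminescence reading.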
Eya2 phos inh – qHTS Assay for Inhibitors of the Phosphatase Activity of Eya2; Protein phosphatase EYA2 (Homo sapiens), O00167; recombinant Eya2, OMFP fluorescence dephosphorylation (OMFP is methylfluorescein phosphate); Potency, µM (highest dose often 76.9 µM), inactives show top-dose activity, negative = inhibition, hits mostly inhibitors; 330,000 compounds, 0.006% hits; AID 488837, 2010; also: potency is read from the fitted curve at half-maximal effect; % is scaled to controls: 0 for no effect and ±100 for the full control effect
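Eya2 (0.2 uM) preincubated 10 min at ambient with compound, then OMFP substrate added at 50 uM; 10 min reaction in 50 mM HEPES pH 7.5, 50 mM NaCl, 5 uM MgCl2, 0.05% BSA, 1 mM DTT. Fluorescence read at Ex 485/Em 525 nm.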
BCR signal inh – qHTS Assay to Find Inhibitors of Chronic Active B-Cell Receptor Signaling | 340,000 compounds, 0.05% hits | Potency, µM (doses to about 46.1 µM), inactives show at the top dose ratio change, negative = lower green/red ratio, most hits filed as inhibitors | ABC-DLBCL IkBa-CBG/CBR reporter, luminescence ratio, 4 h; active = well fitted inhibition curve with a large enough effect in the signal ratio, with a control signal flat, not every such curve was filed as active; inconclusive = small, poorly fitted or top-dose-only effect, or effect the other way, or a change in a side signal; the % refers to the signal ratio;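 also: potency is read from the fitted curve at half-maximal effect; plate controls were basal doxycycline-induced cells for no effect and cells given 10 µM MG132 for full effect; MG132 reads +100%, hits lower the ratio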
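Cell line TMD8 (human ABC DLBCL), stably expressing tet-inducible CBG68-IkBa fusion and CBR; IMDM/0.5% FBS; cpd up to 46 uM; dox induction, 4 h, 37C/5% CO2; dual luminescence; green/red ratio; MG132 control.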
PTAP TSG101 blk – qHTS Assay for Iinhibitors of HIV-1 Budding by Blocking the Interaction of PTAP/TSG101 | Potency, µM (titrated, usually from 115 µM), without a hit: at the highest dose activity change, negative = inhibition, actives largely listed as inhibitors | 340,000 tested, under 10 active | AID 493005, 2010 | Fluorescence polarization, FITC-PTAP peptide / Tsg101 binding; active = well fitted inhibition curve with a large enough effect in the main read-out, with a control signal flat, not every such curve was filed as active; inconclusive = small, poorly fitted or top-dose-only effect, or effect the other way, or a change in a side signal; inactive = no such curve, though single readings can be large or run the other way; also: potency is read from the fitted curve at half-maximal effect; % of control where 0% means no effect
Target sequence (Q99816 whole entry, looked up): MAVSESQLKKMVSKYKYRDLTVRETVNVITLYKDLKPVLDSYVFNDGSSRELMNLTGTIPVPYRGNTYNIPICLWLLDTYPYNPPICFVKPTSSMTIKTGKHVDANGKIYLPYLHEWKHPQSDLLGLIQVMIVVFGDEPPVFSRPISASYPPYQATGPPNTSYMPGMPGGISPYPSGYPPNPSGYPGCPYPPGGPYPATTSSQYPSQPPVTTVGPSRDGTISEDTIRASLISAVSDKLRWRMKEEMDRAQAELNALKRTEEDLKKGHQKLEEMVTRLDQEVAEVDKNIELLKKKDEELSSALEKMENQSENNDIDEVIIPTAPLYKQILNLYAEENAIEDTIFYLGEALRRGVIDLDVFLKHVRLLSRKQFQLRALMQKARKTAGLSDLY
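FP read-out: FITC-PTAP peptide, 50 nM final, binding Tsg101 binding domain, 10 uM final; 20 min, r.t.; 10 mM HEPES pH 7.5, 0.15 M NaCl, 0.01% Tween 20, 3 mM EDTA, 0.1 mM TCEP.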
Starred values were filed as active, the others as inactive; ? = inconclusive; / = not tested or not shown; [ ] = remark or other dose. Unless noted, calls follow the shape of the dose curve; as a rule, active = well fitted curve in the direction sought with a large enough effect; inconclusive = small, poorly fitted or top-dose-only effect, or another doubt; inactive = no such curve, though single readings can be large; an effect the other way counts as inactive or inconclusive.

SMILES	Mito fusion yeast	B2AR arrestin	USP2a block	uPA surface inh	Tb PFK block	TCR act	TSHR antag	ELG1 repair inh	Eya2 phos inh	BCR signal inh	PTAP TSG101 blk
CC1CCN(C(=O)CCNS(=O)(=O)c2ccccc2)CC1	-6%	-1.1%	3%	5%	2%	-1%	-3	?	-8%	4%	-4%
COc1cc(CCC(=O)OCC(=O)Nc2ccc(C)cc2Br)cc(OC)c1OC	-1%	-0.3%	3%	4%	6%	1%	-9	14%	-10%	?	0%
CCC(=O)c1c[nH]c(C(=O)NCCc2ccccn2)c1	-2%	-1.4%	0%	-3%	-4%	-8%	-4	?	-11%	8%	-3%
C=CCN1C=C2C(=O)C(C)(OC(=O)CC)C(=O)C=C2C=C1CCCC (configuration not stated)	-1%	-0.2%	7%	5%	2%	0%	-3	1%	-7%	17%	-8%
CC(=O)Nc1ccc(N(CC(=O)NC2CCCC2)C(=O)CCC(=O)Nc2cc(C)on2)cc1	-4%	-0.3%	4%	7%	6%	-3%	-9	20%	-9%	-14%	0%
NS(=O)(=O)c1ccc(N2N=C(c3ccccc3)CC2c2cccc(F)c2)cc1 (configuration not stated)	-9%	0.2%	-10%	7%	-1%	-5%[46.1 µM]	54	?	-4%	9%	0%
CCOc1ccc(-n2c(Cc3cc(=O)[nH]c(=O)[nH]3)nnc2SCC(=O)NC2CCCC2)cc1	-1%	-0.5%	-1%	0%	-2%	-6%	-8	1%	10%	2%	-2%
Cc1ccc(-c2noc(CN(C(=O)Cc3ccccc3)C(C)C)n2)cc1	16%	0.3%	-1%	/	1%	3%	-15	-7%	-5%	?	1%
CS(=O)(=O)c1ccc(Cl)c(NC(=O)COC(=O)CCc2c[nH]c3ccccc23)c1	-1%	-0.3%	1%	-10%	-6%	4%	-2	18%	6%	-14%	1%
O=C(c1ccccc1F)N1CCN(S(=O)(=O)c2ccc(S(=O)(=O)N3CCCCCC3)cc2)CC1	10%	0.4%	6%	1%	-1%	-5%	-2	16%	0%	3%	-2%
Cc1ccccc1N(CC(=O)NC1CCCCC1)C(=O)CCC(=O)Nc1nccs1	-2%	-1.0%	-1%	2%	5%	2%	0	-15%	-7%	-4%	-4%
Cc1cc(C(=O)CSc2nnc(N)s2)c(C)n1Cc1ccco1	2%	-1.0%	-2%	-1%	0%	3%	5	?	4%	-2%	0%
COc1cccc(-c2cc3nc(-c4ccccc4)cc(N4CCC5(CC4)OCCO5)n3n2)c1	6%	0.2%	3%	2%	0%	-4%	45	?	-5%	18%	-8%
CC(C)Oc1ccccc1/C=N/NC(=O)c1ccc(F)cc1	-6%	0.8%	0%	6%	0%	13%[46.1 µM]	10	-2%	-2%	1%	0%
CCOC(=O)COc1ccc(C(=O)Nc2cccc(Cl)c2C)cc1	-1%	-0.2%	3%	4%	6%	7%	-16	1%	0%	-18%	0%
Cc1cc(C(=O)OCC(=O)NC2CCS(=O)(=O)C2)c2ccccc2n1 (configuration not stated)	3%	-0.1%	-2%	3%	-1%	-4%	-4	14%	6%	0%	-2%
COc1cc(/C=N\Nc2cc(=O)n(C)c(=O)n2C)ccc1O	-11%	-0.7%	0%	-14%	-1%	1%[46.1 µM]	0	-24%	-3%	?	-4%
CN(C(=O)c1cccc(S(=O)(=O)N2CCOCC2)c1)c1c(N)n(Cc2ccccc2)c(=O)[nH]c1=O	0%	-0.9%	1%	-7%	-1%	-16%	6	23%	1%	4%	-8%
CCc1cc(C(=O)c2ccc(OC)cc2)c(NC(=O)CN2CCCCC2)s1	1%	-0.8%	9%	6%	2%	0%	-9	-5%	-5%	?	-1%
NSc1nc(N)c2nc(-c3ccccc3)c(-c3ccccc3)nc2n1	-4%	0.0%	0%	12%	-2%	3%	-20	2%	-1%	?	-3%
Nc1cc(=O)nc(SCC(=O)NC2CCCCC2)n1-c1ccccc1	2%	0.6%	-2%	-3%	3%	/	-5	10%	14%	0%	-4%
CCOC(=O)CNc1c(N2CCN(c3ccccn3)CC2)c(=O)c1=O	0%	-0.1%	3%	-1%	6%	4%	20	3%	1%	-2%	-4%
COc1cccc(NC(=O)CSc2nnc(-c3ccoc3C)n2-c2ccccc2)c1	1%	-0.3%	2%	-5%	3%	-9%	-5	?	-10%	?	-5%
CC(=O)Nc1ccc(NC(=O)CSc2nc3ccccc3nc2N2CCCCC2)cc1	1%	-0.3%	-1%	0%	-1%	-2%	0	?	10%	10%	-1%
COc1ccc(C(=O)NC2CCN(CC(=O)NCc3ccccc3F)CC2)cc1	-1%	-1.0%	2%	1%	2%	-1%	-6	6%	7%	-11%	-5%

Continued.
SMILES	Mito fusion yeast	B2AR arrestin	USP2a block	uPA surface inh	Tb PFK block	TCR act	TSHR antag	ELG1 repair inh	Eya2 phos inh	BCR signal inh	PTAP TSG101 blk
CCOC(=O)CSc1nc2cc3c(cc2cc1CC)OCCO3	4%	0.0%	-1%	4%	0%	-21%[46.1 µM]	8	-17%	-3%	?	-6%
O=C(CSc1ccc(-c2cccnc2)nn1)N1CCCCCC1	7%	-0.1%	2%	2%	-2%	-2%	-5	-3%	-4%	-13%	-1%
CN(c1ccc(OCC(=O)Nc2nc3ccccc3s2)cc1)S(=O)(=O)c1ccccc1	-5%	-0.4%	-3%	-29%	-1%	1%[46.1 µM]	?	8.2µM*	-1%	-2%	-1%
Cc1nn(C)cc1/C=C(/C#N)C(N)=O	-3%	-0.5%	1%	10%	-15%	-3%[46.1 µM]	-4	3%	3%	12%	0%
CC1CC(C)CN(C(=O)C2CC(=O)N(c3ccc4c(c3)OCCO4)C2)C1 (configuration not stated)	2%	0.1%	0%	-2%	20%	-4%	26	8%	-4%	?	-4%
CCn1cnc2sc(C(=O)N(Cc3ccc(N(C)C)cc3)Cc3ccco3)c(C)c2c1=O	16%	0.1%	-2%	14%	5%	-6%	-10	?	-27%	?	-6%
COCCCN(C(=S)Nc1ccc(C)cc1Cl)C(C)c1ccncc1 (configuration not stated)	3%	-0.5%	6%	/	6%	/	21	-2%	2%	1%	-4%
CC12CCC(C(=O)Nc3ccccc3Br)(C/C1=N\O)C2(C)C (configuration not stated)	2%	-0.2%	1%	2%	0%	1%	5	20%	7%	?	1%
O=C(NCCCCCNC(=O)c1ccccn1)c1ccccn1	-7%	-1.8%	3%	-11%	0%	0%	-2	-16%	16%	-14%	-4%

Entries of single compounds as entered above. Values in the order: Mito fusion yeast	B2AR arrestin	USP2a block	uPA surface inh	Tb PFK block	TCR act	TSHR antag	ELG1 repair inh	Eya2 phos inh	BCR signal inh	PTAP TSG101 blk
CCc1cc(C(=O)c2ccc(OC)cc2)c(NC(=O)CN2CCCCC2)s1 reads 1%	-0.8%	9%	6%	2%	0%	-9	-5%	-5%	?	-1%
CCn1cnc2sc(C(=O)N(Cc3ccc(N(C)C)cc3)Cc3ccco3)c(C)c2c1=O reads 16%	0.1%	-2%	14%	5%	-6%	-10	?	-27%	?	-6%
C=CCN1C=C2C(=O)C(C)(OC(=O)CC)C(=O)C=C2C=C1CCCC (configuration not stated) reads -1%	-0.2%	7%	5%	2%	0%	-3	1%	-7%	17%	-8%

Hits appear at their usual frequency; 3% or so of the library scored in one or more.
